# HTT cytoprotect: protects HTT-Q103 PC12 cells, measured by ATP; PC12 HTT-Q103 induced, cytoprotection, ATP luminescence, 40 h; Potency, µM (top dose mostly 56.4 µM), inactives show cytoprotection (ATP increase), most hits filed as activators; 0.14% of 230,000 active;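 also: potency is read from the fitted curve at half-maximal effect; % of control where 0% means no effect; nearly all actives have a fitted effect of over 45% in size; toxic huntingtin expression switched on by the ecdysone agonist tebufenozide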
#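 Compounds were screened for protection of PC12 cells against cell death after tebufenozide induction (100 nM final) of mutant Huntingtin exon 1 (Q103) fused to GFP.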
# CBFb-RUNX1 inh: CBF-beta/RUNX1 interaction disruption | AlphaScreen CBFb-His/RUNX1-biotin binding, biochemical | Q01196+Q13951 | AID 1477 | 230,000 tested, under 10 active | Potency, µM (series often up to 59.8 µM), for inactives: at the highest dose activity, negative = inhibition, actives largely listed as inhibitors; also: % of control where 0% means no effect
# Target sequence (Q01196 whole entry, looked up): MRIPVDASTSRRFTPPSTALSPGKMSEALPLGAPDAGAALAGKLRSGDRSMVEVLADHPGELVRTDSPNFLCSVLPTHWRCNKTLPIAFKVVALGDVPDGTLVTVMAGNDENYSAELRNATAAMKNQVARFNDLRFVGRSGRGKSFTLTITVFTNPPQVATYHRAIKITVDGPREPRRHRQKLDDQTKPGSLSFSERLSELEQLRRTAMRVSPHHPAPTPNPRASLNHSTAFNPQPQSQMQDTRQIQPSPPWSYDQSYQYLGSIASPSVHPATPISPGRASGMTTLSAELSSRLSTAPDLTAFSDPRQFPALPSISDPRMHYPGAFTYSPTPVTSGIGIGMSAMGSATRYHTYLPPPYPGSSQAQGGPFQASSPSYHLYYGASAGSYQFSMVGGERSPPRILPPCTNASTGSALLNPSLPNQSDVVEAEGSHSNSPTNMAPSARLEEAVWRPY
# Target sequence (Q13951 whole entry, looked up): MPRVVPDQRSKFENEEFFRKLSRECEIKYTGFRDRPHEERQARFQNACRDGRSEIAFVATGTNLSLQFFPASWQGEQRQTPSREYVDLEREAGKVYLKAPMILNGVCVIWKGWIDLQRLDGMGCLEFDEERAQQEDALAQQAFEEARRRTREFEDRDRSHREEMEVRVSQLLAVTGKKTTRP
#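 CBFb-His/RUNX1-biotin, 30 nM each, preincubated 20 min RT; compound 15 min RT; Ni + streptavidin beads 50 ng each, 90 min RT; AlphaScreen read.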
# SMN2 splice up: enhancers of SMN2 splice variant expression; HEK293 SMN2-luciferase splicing reporter, luminescence, 30-36 h; Potency, µM (series often up to 46.1 µM), inactives show at the highest dose activity change, positive = activation, hits mostly activators; 2.8% of 210,000 active; AID 1458; also: potency is read from the fitted curve at half-maximal effect; % of control where 0% means no effect; nearly all actives have a fitted effect of over 55% in size
#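 HEK293 cells carry an SMN2 […]–luciferase reporter in which exon 7 inclusion puts luciferase in frame. Cells were plated 10-12 h before compound addition, then incubated 30-36 h at 37C. ONE-Glo luminescence was read; sodium butyrate at 4.5 mM final served as control.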
# IMPase Li inh: IMPase inhibition in cells with lithium potentiation | CHO-M1 cells, IP1 TR-FRET (IP-One), carbachol + lithium | Potency, µM (doses to about 59.4 µM), inactives show at the highest dose activity, negative = IMPase inhibition, most hits filed as inhibitors | 0.35% of 210,000 active | AID 1457;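 also: IP1 builds up when IMPase is blocked and the TR-FRET signal falls; potency is read from the fitted curve at half-maximal effect; plate controls were basal vehicle for no effect and high inhibitor control for full effect; nearly all actives have a fitted effect of over 50% in size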
#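 IP1 accumulation measured by competitive TR-FRET in lysed CHO-M1 cells after 30 min compound exposure at 37C, with a small lithium addition to potentiate weak responses. Hill-equation AC50 from ratio and donor-channel data.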
# Lamin A splicing: modulators of lamin A splicing; HeLa LMNA splicing GFP/RFP minigene ratio, 48 h; Potency, µM (titrated, usually from 46.1 µM), inactives show at the top dose ratio change, negative = inhibition, actives largely listed as inhibitors; 0.01% of 200,000 active; active = well fitted inhibition curve with a large enough effect in the signal ratio, with a control signal flat, not every such curve was filed as active; inconclusive = small, poorly fitted or top-dose-only effect, or effect the other way, or a change in a side signal; the % refers to the signal ratio; also: potency is read from the fitted curve at half-maximal effect; % is scaled to controls: 0 for no effect and ±100 for the full control effect
#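 S3 HeLa stable clones carrying a lamin A-EGFP splicing minigene plus DsRed2 were seeded at 600 cells/well in Opti-MEM with 2% FBS, pin-dosed and incubated 48 h at 37°C. Acumen cytometry (488 nm) gave the GFP/RFP total-intensity ratio.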
# HttQ103 aggreg: inhibitors of mutant huntingtin aggregate formation in PC12 cells | Potency, µM (top dose mostly 46.1 µM), for inactives: top-dose activity change, negative = inhibition, actives largely listed as inhibitors | PC12 HttQ103-GFP aggregates, Acumen cytometry, 40 h | 1.1% of 220,000 active; also: potency is read from the fitted curve at half-maximal effect; % is scaled to controls: 0 for no effect and ±100 for the full control effect; nearly all actives have a fitted effect of over 60% in size
#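 Inducible Q103 Huntingtin exon 1–GFP PC12 line, 1500 cells/well in phenol red free DMEM with 5% equine and 5% calf serum. Tebufenozide 100 nM induced expression; compounds titrated; aggregates quantified by cytometry.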
# KinaseGlo FLuc: Kinase-Glo luciferase inhibition (counter-screen). 0.28% of 200,000 active. Kinase-Glo luciferase, ATP luminescence, 8 min. Potency, µM (titrated, usually from 38.3 µM), for the others: at the top dose activity change, negative = inhibition, most hits filed as inhibitors; also: potency is read from the fitted curve at half-maximal effect; % is scaled to controls: 0 for no effect and ±100 for the full control effect; nearly all actives have a fitted effect of over 60% in size
#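 Luminescence was the read-out, taken after 8-minute incubation at ambient temperature. Luciferase turned over luciferin with 10 uM ATP in imidazole pH 7.2 buffer containing KCl, MgCl2, Tween 20 and BSA.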
# Active calls of the source: *; ? = inconclusive; . = no result given; & = joins results of further samples; [ ] = remark or other dose. Unless noted, calls follow the shape of the dose curve; as a rule, active = well fitted curve in the direction sought with a large enough effect; inconclusive = small, poorly fitted or top-dose-only effect, or another doubt; inactive = no such curve, though single readings can be large; an effect the other way counts as inactive or inconclusive.
SMILES,HTT cytoprotect,CBFb-RUNX1 inh,SMN2 splice up,IMPase Li inh,Lamin A splicing,HttQ103 aggreg,KinaseGlo FLuc
O=C(C1=C[C@H](c2ccccc2)C[C@H](OCc2ccc(CO)cc2)O1)N1CCN(Cc2ccc3c(c2)OCO3)CC1,21%[10 µM],-9%,.,17%,.,7%[9.22 µM],.
Cc1ccccc1OCC(O)Cn1c(Br)nc2c1c(=O)n(C)c(=O)n2C (stereo not given),.,24%,-31%[inhibitor],0%,?,-10%,2%
Cc1ncc([N+](=O)[O-])n1CCOC(=O)NC(NCc1cccnc1)C(Cl)(Cl)Cl (stereo not given),14%[10 µM],4%,4%,-7%,-3%,0%,4%
CCCOc1ccc(OCCN2CCCC(C)C2)cc1 (stereo not given),0%[10 µM],9%,2%,23%,?,8%,2%
CC(=O)Nc1ccc(CN2CCCC(CCC(=O)NCc3ccccc3F)C2)cc1 (stereo not given),-1%,-3%,16%,19%,-5%[46 µM],18%,1%
COC(=O)C1C(=O)C2=C(CC1C)NC(=O)CC2c1ccccc1 (stereo not given),-3%[10 µM],1%,4%,19%[38.3 µM],-9%,-8%,1%
O=C(O)c1ccc2c(c1)nnn2C1CCCCC1,10%[10 µM],4%,.,.,1%,-2%,.
CCCS(=O)(=O)c1nc(S(=O)(=O)c2ccc(C)cc2)c(N2CCCC2)s1,-23%,-1%,.,-1%[38.3 µM],9%,-6%,0%
COC(=O)c1c(/N=C/N(C)C)sc2c1CCN(c1ncc(C(F)(F)F)cc1Cl)C2,-21%,6%,7%,-7%[38.3 µM],-8%,-7%,-1%
CCOc1ccccc1NC(=O)C(NCCN(C)C)c1ccccc1 (stereo not given),40%[10 µM],11%,0%,10%,3%[46 µM],-4%,-1%
COCCCNc1ccc([N+](=O)[O-])cc1C(=O)Nc1cccc(C)n1,.,2%,1%,5%,.,-3%,1%
O=C(CSc1nnc(COc2cccc3cccnc23)o1)N1CCCC1,-3%[10 µM],5%,.,-2%,4%[46 µM],?,-1%
C/C(=N\OC(=O)c1ccc(Br)cc1)c1ccccn1,.,0%,0%,4%,2%,-10%,?
NC(=S)Nc1ccc(Cl)cc1Cl,2%[10 µM],2%,.,.,.,-11%[9.22 µM],.
Cc1c([N+](=O)[O-])c([N+](=O)[O-])nn1CC(=O)N1CCOCC1,?,3%,-20%,9%,14%[46 µM],-21%,-2%
O=C(Cn1nc(C(F)(F)F)c2c1CCCC2)NC1CCCC1,-8%,0%,-10%,-7%[38.3 µM],-13%,-10%,-5%
Cc1ccc(CC(=O)NC2CCSC2=O)cc1 (stereo not given),-6%[10 µM],1%,.,4%,.,-2%[9.22 µM],-2%
CCc1ccc(NC(=S)Nc2cc(C(=O)O)ccc2N2CC3CC(C2)c2cccc(=O)n2C3)cc1 (stereo not given),7%,6%,-41%,-4%,8%[9.22 µM],15%,1%
O=C(Nc1ccccc1)c1ccc(Br)o1,.,-5%[89.1 µM],20%,3%&-4%,2%,-5%,-16%[39.9 µM]
NNC(=O)CCN1CCCCC1,-1%[10 µM],4%,11%,-2%,14%[46 µM],1%,2%

# Overlap with the part before: 5 compounds; new compounds follow.
SMILES,HTT cytoprotect,CBFb-RUNX1 inh,SMN2 splice up,IMPase Li inh,Lamin A splicing,HttQ103 aggreg,KinaseGlo FLuc
O=C(Cn1nc(C(F)(F)F)c2c1CCCC2)NC1CCCC1,-8%,0%,-10%,-7%[38.3 µM],-13%,-10%,-5%
Cc1ccc(CC(=O)NC2CCSC2=O)cc1 (stereo not given),-6%[10 µM],1%,.,4%,.,-2%[9.22 µM],-2%
CCc1ccc(NC(=S)Nc2cc(C(=O)O)ccc2N2CC3CC(C2)c2cccc(=O)n2C3)cc1 (stereo not given),7%,6%,-41%,-4%,8%[9.22 µM],15%,1%
O=C(Nc1ccccc1)c1ccc(Br)o1,.,-5%[89.1 µM],20%,3%&-4%,2%,-5%,-16%[39.9 µM]
NNC(=O)CCN1CCCCC1,-1%[10 µM],4%,11%,-2%,14%[46 µM],1%,2%
CSc1cccc(NC(=S)N2CCCN(Cc3ccc(F)cc3)C2)c1,-5%,-17%,-35%[inhibitor],3%,-4%[46 µM],-8%,3%
Cc1ccc(-n2c([S-])c(C(=O)Nc3ccc(OC(F)F)cc3)[n+]3ccc(C(=O)NCCO)cc23)cc1C,-22%,13%,2%,-1%,?,9%,3%
COc1ccc(CCn2c(=S)[nH]c3cc(C(=O)N4CCOCC4)ccc3c2=O)cc1OC,-17%,-10%,-31%[inhibitor],-14%,-4%[46 µM],-4%,-1%
CC(C)(C)NC(=O)CN(Cc1cccs1)C(=O)C1COc2ccccc2O1 (stereo not given),3%,6%,1%,-9%[38.3 µM],-1%[0.0737 µM],1%,-1%
CCOc1ccccc1C(=O)Nc1cc(C(=O)NCCc2ccccc2)ccc1Cl,-11%,2%,-14%,-9%[38.3 µM],19%,14%,1%
CCCNC(=O)CC(NS(=O)(=O)c1ccc(NC(C)=O)cc1)C(C)C (stereo not given),0%,4%,-18%,-8%,4%[46 µM],6%,1%
Cc1cccc(NC(=O)c2nc[nH]c2C(=O)Nc2cccc(C)c2)c1,-39%[inhibitor],2%,-15%,-15%,.,5%,-1%
COc1ccc(C2CCCN2C(=S)Nc2cccc(Cl)c2C)cc1OC (stereo not given),-39%[inhibitor],-11%,-80%[inhibitor],8%,4%[46 µM],-25%,0%
CCN1C(=O)/C(=C2/C=Cc3ccccc3N2CC)SC1=S,-43%[inhibitor],.,0%,-1%,.,-19%,-14%
Cc1ccccc1C(=O)NC(=S)Nc1ccc2[nH]c(=O)[nH]c2c1,-33%,0%,7%,-3%,-25%[46 µM],-3%,6%
O=C1CNC(=S)N1CCc1ccc(O)c(O)c1,-15%[10 µM],5%,.,.,.,-1%[9.22 µM],.
Cc1ccc(S(=O)(=O)NC(=O)c2cc(C)n(-c3ccc(N(C)C)cc3)c2C)cc1,-8%[10 µM],-9%,.,.,1%,5%,.
Cc1cc2c(C)nc(N/N=C/c3ccccc3)nc2o1,-2%[10 µM],2%,30%,-7%,-4%,5%,-4%
C=CCNCCOc1cccc(Br)c1,10%[0.074 µM],2%,7%,1%,13%,31%,2%
Cc1cc(-c2n[nH]c(=S)o2)c(C)n1-c1ccccc1,-90%[inhibitor],-6%,7.1µM*,7%[38.3 µM],2%,13%,-2%
Cc1ccc(C(=S)N2CCN(Cc3ccccc3)CC2)cc1,5%,4%,-10%,8%,?,-8%,2%
CCOC(=O)CCP(=O)(O)C(O)c1ccccc1 (stereo not given),1%,2%,-5%,6%[38.3 µM],6%,2%,0%
Cc1ccc(CNC(=O)COC(=O)Cn2nc(C)c([N+](=O)[O-])c2C)cc1,6%[10 µM],1%,3%,-2%,-7%[46 µM],-1%,-1%
C=CCOC(=O)C1=C(C)N(C)C(=O)NC1c1cc2c(cc1Br)OCO2 (stereo not given),19%,0%,-1%,3%[38.3 µM],12%,-10%,-2%
COC(=O)COc1nc(C)c(Br)c(OC)n1,3%,12%,.,9%[38.3 µM],7%,6%,-1%
OC(Cc1nc2ccccc2[nH]1)c1ccccc1Cl (stereo not given),-2%[10 µM],-4%,-1%,-9%[38.3 µM],14%,4%,-9%
CC(=O)Nc1ccc(NC(=O)CN(C)S(=O)(=O)c2ccc3nc(C)sc3c2)cc1,-4%,12%,-4%,0%,6%[9.22 µM],11%,-1%
COc1cc(/C=N/n2c(-c3ccc4c(c3)NC(=O)CO4)csc2=Nc2cccc(C)c2)ccc1O,-46%[inhibitor][10 µM],-5%,-12%,20%,?,-9%,2%
O=C(OCC(=O)N1CCc2ccccc2C1)c1cccnc1Cl,3%,-8%,3%,-3%,?,14%,4%
CN(C)CCCOC(=O)c1sc2ccccc2c1Cl,-5%[10 µM],-7%,.,-2%,.,-11%[9.22 µM],-2%
CC1(C)CC(=O)C=C(C(=O)N2CCCC(CCC(=O)NCc3ccccc3F)C2)O1 (stereo not given),-31%[inhibitor],6%,.,.,.,5%,.
CCCC(=O)NNC(=O)CC(=O)Nc1ccccc1C(=O)O,2%[10 µM],-2%,.,.,.,-2%[9.22 µM],.
CCCC1=NN(C(=O)C(=O)Nc2ccc(Br)cc2)C(O)(C(F)(F)F)C1 (stereo not given),-31%,1%,-2%,-16%,.,-5%,-2%
Nc1nc(N)nc(CCCc2nc(N)nc(N)n2)n1,-3%[10 µM],.,-4%[9.22 µM],-18%,.,.,-2%[7.66 µM]
Cc1cc(-c2nnc(SCC(=O)Nc3nc(-c4ccc(Cl)cc4)cs3)o2)no1,24%[10 µM],-12%,.,.,.,0%[9.22 µM],.
CCOC(=O)N1CCN(C(=O)CN(c2cccc(C)c2)S(=O)(=O)c2ccc(C)cc2)CC1,4%,2%,-5%,30%[38.3 µM],14%,-4%,1%
COc1ccc2oc(=O)c(C(C)=O)cc2c1,-5%,0%,-19%,10%[38.3 µM],-8%,-23%,-4%
O=C1NCCCC2c3cc(O)c4ccccc4c3OC12N1CCCCC1 (stereo not given),-184%[inhibitor][0.074 µM],-13%,-81%[inhibitor],-2%[38.3 µM],?,?,2%
Cc1ncc([N+](=O)[O-])n1CCOC(=O)NC(NCc1ccccc1)C(Cl)(Cl)Cl (stereo not given),9%,3%,10%,-13%[38.3 µM],5%,-11%,-3%
O=C(c1ccco1)N1CCN(CC(O)COc2ccc3oc4ccccc4c3c2)CC1 (stereo not given),-33%,-6%,-27%,15%[38.3 µM],?,?,-1%
CCCCNC(=S)N/N=C/C1=CCC2CC1C2(C)C (stereo not given),33%[10 µM],3%,-9%,6%,?,0%,-1%
COCCN=C1NC(=O)C(CC(=O)Nc2cccc(Cl)c2C)S1 (stereo not given),-50%[inhibitor],2%,11%,5%,-5%[46 µM],9%,3%
Cc1ccc(C(O)CN2C3=NCCCN3c3ccccc32)cc1 (stereo not given),-1%[10 µM],10%,11%,8%,?,9%,-3%
CCOC(=O)Cc1cc(=O)[nH]c(=O)[nH]1,-33%,-1%,-33%[inhibitor],3%,24%[9.22 µM],-2%,2%
CCOC(=O)C1=C(O)CSC1=Nc1cccc(Cl)c1,-15%,0%,-11%,-2%[38.3 µM],5%,-18%,15%
Cc1nc2cc(S(=O)(=O)N3CCC(C(=O)O)CC3)ccc2n1C1CCCC1,-10%,-1%,.,.,?,0%,-2%
